MgcRacGAP inhibition = MgcRacGAP GTPase-activating activity inhibitors, confirmation, biochemical, ADP Hunter fluorescence. hit rate 0.6% among 340,000. Rac GTPase-activating protein 1 (Homo sapiens). one-dose inhibition, % at 30 µM; IC50 in µM for titrated hits. MgcRacGAP-stimulated Rac1 GTP hydrolysis, ADP Hunter fluorescence; higher % means a stronger effect; GST-tagged Rac1 F28L mutant substrate;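 active = first-screen hits whose inhibition reached a set limit at any dose in the follow-up dose series; inconclusive = inhibition above the set first-screen limit but never retested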;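 also: fluorescence reports GDP produced by GAP-driven GTP hydrolysis; strong numbers were not always called active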
HIV peptide binding = inhibitors of HIV fusion peptide binding, primary screen, biochemical, uHTS, fluorescence dequenching (AID 1986). cell-free peptide binding, fluorescence dequenching, 30 min; higher % means a stronger effect. inhibition, % at 20 µM; hits with a dose series show IC50 in µM. hit rate 0.3% among 290,000; in the data active = inhibition mostly above about 52%, no sharp cut-off; inactive = mostly below about 76%; also: some results filed as inactive read as strong as hits
LYP inhibition = inhibitors of LYP phosphatase, biochemical, fluorescence intensity, uHTS (AID 1779) | Tyrosine-protein phosphatase non-receptor type 22 (Homo sapiens) | recombinant LYP phosphatase, fluorescence intensity; higher % means a stronger effect | one-dose inhibition, % at 11.5 µM; IC50 in µM for titrated hits | hit rate 0.054% among 290,000; in the data active = inhibition above about 50%;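 also: plate controls were vehicle with enzyme for no effect and no enzyme for full effect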
NS5 inhibitors = Dengue-2 NS5 methyltransferase inhibitors, primary screen, biochemical, confirmation dose response (AID 588689); Genome polyprotein (Dengue virus type 2 (strain 16681-PDK53)); Dengue-2 NS5 methyltransferase capping enzyme assay, biochemical; higher % means a stronger effect; inhibition, % at 25 µM; hits with a dose series show IC50 in µM; hit rate 0.3% among 340,000; in the data active = a potency from the dose series; inconclusive = inhibition above about 29% without an active follow-up result
Siah-1 displacement = Siah-1 peptide-binding antagonists, primary screen, biochemical, fluorescence polarization, rhodamine-plectin, uHTS (AID 1817); Siah-1 / rhodamine-plectin peptide fluorescence polarization; higher % means a stronger effect; displacement, % at 20 µM; hits with a dose series show IC50 in µM; E3 ubiquitin-protein ligase SIAH1 (Homo sapiens); hit rate 0.02% among 290,000;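 active = displacement of at least 50% at 20 µM, with a fluorescence ratio check between 0.3 and a set limit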;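 also: plate controls were Siah plus tracer with DMSO for no effect and tracer alone without Siah for full effect; strong numbers were not always called active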
XIAP antagonists = XIAP antagonists, biochemical, IAP family, fluorescence polarization (AID 1018); E3 ubiquitin-protein ligase XIAP (Homo sapiens); displacement, % at 20 µM; hits with a dose series show IC50 in µM; XIAP BIR domain, fluorescence polarization peptide displacement; higher % means a stronger effect; hit rate 0.007% among 200,000; in the data active = displacement above about 50%; also: a part of the inactive calls stands beside numbers as strong as those of hits
Large T inhibition = SV40 large T antigen inhibitors, biochemical (AID 1903) | SV40 large T antigen ATPase/helicase inhibition assay; higher % means a stronger effect | inhibition, % at 20 µM, or IC50 in µM where a hit was titrated | hit rate 0.39% among 310,000; in the data active = a potency from the dose series; inconclusive = inhibition mostly from about 32% at the one dose, without a potency; inactive = the rest, 99 in 100 with inhibition below about 32%; also: strong numbers were not always called active
RSV antiviral HEp-2 = RSV antiviral activity via CPE protection, HEp-2 cells, primary 10 µM value included (AID 2391) | HEp-2 cells, RSV-induced CPE inhibition; higher % means a stronger effect | CPE inhibition, % at 10 µM; hits with a dose series show IC50 in µM | hit rate 0.13% among 310,000; in the data active = a potency from the dose series; inconclusive = CPE inhibition mostly from about 23% at the one dose, without a potency; inactive = the rest, 99 in 100 with CPE inhibition below about 21%; also: strong numbers were not always called active
AID2073 = inhibitors of Mint1-CaV2.2 protein interaction, biochemical, HTRF (AID 2073) | HTRF protein-protein interaction, Mint1-CaV2.2; higher % means a stronger effect | one-dose inhibition, % at 20 µM; IC50 in µM for titrated hits | Voltage-dependent N-type calcium channel subunit alpha-1B (Homo sapiens) | hit rate 0.19% among 290,000; in the data active = inhibition mostly above about 51%, no sharp cut-off; inconclusive = no clear call, values can overlap the other calls; inactive = mostly below about 53%; also: some results filed as inactive read as strong as hits
NS5 inhibitors pilot replicate = recorded beside NS5 inhibitors, whose call it bears; inhibition, %; measured here: pilot screen replicate inhibition
Numbers without * were called inactive; ? = inconclusive; . = not tested or not shown.

SMILES	MgcRacGAP inhibition	HIV peptide binding	LYP inhibition	NS5 inhibitors	Siah-1 displacement	XIAP antagonists	Large T inhibition	RSV antiviral HEp-2	AID2073	others
CCN(CC)CCNC(=O)c1ccc(CS(=O)(=O)c2ccc(Br)cc2)o1	3%	2.0%	-7%	1%	-7%	-5.7%	7%	-1.5%	4%
CCSc1nnc(-c2ccc(C)cc2)c2ccccc12	6%	1.6%	5%	-4%	8%	-0.7%	0%	?	-6%
CCC(=O)Oc1ccc2oc(=O)cc(C)c2c1	7%	-0.8%	-1%	-4%	4%	-8.2%	19%	2.2%	8%
O=C(c1ccc2oc(CCc3ccccc3)nc2c1)N1CC[C@H](O)C1	4%	2.4%	0%	-9%	1%	.	3%	3.5%	18%
Cc1cc(NC(=O)C(C)SCC(=O)O)no1 (stereo not drawn)	-4%	1.9%	-4%	-3%	10%	-7.8%	15%	1.8%	19%
Cc1ccc(OCCC(=O)OCC(=O)NC(=O)NCc2ccccc2)cc1	4%	.	.	-8%	.	.	11%	-0.9%	.
COCCn1c(-c2ccccc2)nc2ccccc21	8%	-2.7%	-9%	-9%	2%	-4.6%	-6%	0.3%	-4%
CCNC(=O)c1ccc(-n2nc(C(F)(F)F)c3c2CCCC3)cc1	5%	1.5%	-2%	0%	1%	-3.4%	20%	-0.4%	0%
O=C(O)C1CSC(c2ccccc2Cl)N1C(=O)c1ccc(Cl)cc1 (stereo not drawn)	3%	3.4%	0%	-3%	-2%	-6.9%	9%	2.3%	28%
CCOC(=O)c1c(OCCO)noc1N	2%	1.4%	-8%	-1%	9%	-3.6%	3%	1.0%	-2%
Oc1ccccc1/C=N/Nc1cccc2cccnc12	5%	-3.0%	3%	-12%	-2%	-3.7%	6%	5.0%	-9%
C=CCn1c(=O)c2c(nc3n2CC(C)CN3c2cccc(OC)c2)n(C)c1=O (stereo not drawn)	9%	-0.2%	-1%	-4%	1%	-6.8%	15%	0.3%	-1%
CCC(C(=O)OCC(=O)Nc1ccc(OC)cc1OC)c1ccccc1 (stereo not drawn)	7%	-1.3%	-2%	-9%	12%	0.4%	-3%	1.1%	2%
C=CCN(C(=O)c1cccc(C(F)(F)F)c1)C1(C(=O)Nc2ccccc2)CCN(C(C)C)CC1	11%	0.5%	-1%	5%	16%	-4.5%	6%	-1.3%	-7%
COc1ccc(CCNCC(=O)Nc2ccc(C)c(S(=O)(=O)N(C)C)c2)cc1OC	?	-2.7%	-8%	-6%	6%	.	8%	-1.7%	3%
CCc1nnc(NC(=O)CSc2nc(C3CCCCC3)nc3ccccc23)s1	10%	1.2%	-2%	-2%	2%	2.4%	3%	2.3%	32%
Cc1cccc2c1-c1sc(C(=O)NCCCN3CCCC(C)C3)cc1CO2 (stereo not drawn)	7%	-1.6%	-32%	-2%	-1%	.	10%	-2.3%	41%
NC(=S)N/N=C1\CC(c2ccc3c(c2)OCCCO3)Oc2ccc(F)cc21 (stereo not drawn)	15%	-0.3%	0%	-6%	-9%	.	7%	4.3%	-12%
O=C(c1cccc(NS(=O)(=O)c2ccc(F)c(F)c2)c1)N1CCN(Cc2ccccc2)CC1	2%	3.0%	-3%	-2%	4%	-5.1%	10%	3.7%	8%
Brc1cccc(-c2nnc(SCc3ccon3)n2-c2ccccc2)c1	4%	-2.3%	-8%	-9%	1%	-3.9%	2%	6.2%	-9%
Cc1ccc(C(=O)Nc2ccccc2C(=O)N2CCCC2)cc1[N+](=O)[O-]	0%	1.8%	-4%	-1%	2%	-7.8%	22%	2.3%	0%
COc1ccc(S(=O)(=O)N2CCN(C)CC2)cc1NC(=O)c1ccccc1	6%	-1.4%	-11%	-2%	2%	.	1%	1.4%	-1%
Cc1cccc(CC(=O)NC2CCCCCC2)c1	14%	3.3%	-10%	-2%	13%	.	16%	1.0%	-3%
CN(C)c1ccc(NS(=O)(=O)c2cc(Cl)ccc2Cl)cc1	58µM*	2.1%	-1%	7%	4%	-7.4%	26%	4.5%	-20%
CC1CCN(S(=O)(=O)c2ccc3c(c2)c(=O)c(C(=O)NCc2cccs2)cn3C)CC1	8%	0.6%	1%	-3%	9%	-1.6%	5%	3.4%	-8%
O=C(Nc1cccc(Cl)c1N1CCCC1)c1cc2ccccc2o1	7%	-1.7%	-2%	1%	-2%	-6.7%	6%	17%	16%
COc1ccccc1/C=C/C(=O)NC(=S)N1CCN(C)CC1	4%	1.4%	-7%	-8%	2%	.	12%	0.8%	-6%
C=CCn1c(C)cc(-c2csc(N)n2)c1C	20%	47%	-8%	28%	14%	-7.4%	27%	0.5%	13%
O=C(O)C1Cc2ccccc2CN1C(=O)CSc1nnc2ccccn12 (stereo not drawn)	11%	0.0%	-6%	3%	5%	-17%	7%	0.0%	-12%
CCOC(=O)C1CCCN(c2c(Nc3ccc(C)c(C)c3)c(=O)c2=O)C1 (stereo not drawn)	6%	-1.5%	1%	-4%	4%	-1.6%	4%	1.0%	5%
NC1C2CN(c3nc4c(cc3F)c(=O)c(C(=O)O)cn4-c3ccc(F)cc3F)CC12 (stereo not drawn)	5%	-2.4%	-2%	-1%	4%	-1.5%	9%	-1.3%	10%
CC(C)Cc1cc(CN2CCCC(CO)(Cc3cccc(Cl)c3)C2)[nH]n1 (stereo not drawn)	0%	0.6%	-8%	-9%	-5%	-2.5%	0%	-0.8%	2%
Nc1ccccc1-c1nc2ccccc2[nH]1	-1%	-1.3%	-5%	-3%	-3%	-7.2%	8%	-0.1%	14%	NS5 inhibitors pilot replicate=3.9
CCN1CCN(CCNC(=O)C2CCN(Cc3nc(-c4ccc(Cl)cc4)oc3C)CC2)CC1	.	2.2%	-1%	.	0%	-6.6%	-1%	-2.4%	-3%
CCCn1c(=S)[nH]c2cc(C(=O)N3CCCC(C(=O)OCC)C3)ccc2c1=O (stereo not drawn)	-1%	-3.0%	-5%	1%	6%	0.9%	7%	0.4%	-36%
CC(C)C(=O)Nc1cccc(C(=O)NCCc2ccc(S(N)(=O)=O)cc2)c1	0%	-0.3%	-4%	-1%	2%	-2.5%	1%	1.1%	-1%
COc1ccccc1OCCNC(=O)c1ccc(C(C)(C)C)cc1	8%	.	.	4%	.	.	29%	0.5%	.
CCc1ccccc1N(CC(=O)NCc1ccc(OC)cc1)C(=O)CCC(=O)Nc1ccccn1	-2%	0.7%	-3%	-7%	6%	.	5%	1.3%	17%
O=C(O)/C=C/c1ccc(S(=O)(=O)Nc2cccnc2)cc1	4%	2.3%	-4%	-8%	-4%	.	5%	1.3%	8%
N/C(=N\O)c1ccccc1-n1cccc1	1%	0.2%	-3%	-6%	12%	-7.8%	13%	-0.8%	-10%
CCOc1ccccc1/C=C/c1onc(C)c1S(=O)(=O)N1CCC(C(=O)N2CCCCCC2)CC1	10%	-1.8%	7%	-8%	5%	.	12%	?	-2%
C/C(=N\NC(=O)c1ccccc1F)c1ccc2c(c1)Nc1ccccc1S2	55µM*	32%	6%	-1%	0%	-0.4%	?	18%	24%
O=C(Nc1cccnc1)c1ccc(Br)c(S(=O)(=O)N2CCCC2)c1	-8%	-0.9%	-8%	-1%	-2%	.	-4%	11%	-2%
CCN(Cc1ccncc1)C(=O)c1cccs1	-2%	-2.5%	-2%	0%	2%	-1.7%	7%	-1.6%	-2%
CCCCC(CC)C(=O)Nc1ccccc1C#N (stereo not drawn)	9%	0.1%	2%	-1%	-2%	-7.8%	11%	1.1%	-4%
CCCCNC(=O)Nc1ccc(Br)cn1	1%	5.7%	-2%	-6%	-4%	-5.1%	15%	-0.4%	-8%
Cc1cc2c(cc1C)CSC(c1c(O)ccc3ccccc13)SC2	7%	-1.4%	-2%	-6%	8%	-0.4%	1%	-2.2%	-4%
Brc1cc2c(cc1-c1nc3ccccc3s1)OCO2	2%	-3.4%	-5%	-3%	0%	.	-1%	2.4%	-8%
O=C(NC(=S)NCc1ccccc1)c1ccccc1Br	9%	1.1%	-7%	-5%	2%	.	4%	2.8%	-8%
Cc1cc(C)c(C)c(S(=O)(=O)Nc2cccc(-n3cnnn3)c2)c1C	5%	-0.4%	-7%	-1%	1%	.	7%	1.9%	10%
Other compounds
SMILES	MgcRacGAP inhibition	HIV peptide binding	LYP inhibition	NS5 inhibitors	Siah-1 displacement	XIAP antagonists	Large T inhibition	RSV antiviral HEp-2	AID2073	others
CCOc1ccc(-c2c(=O)n(O)c3ccccc3[n+]2[O-])cc1	16%	1.3%	-4%	8%	6%	.	17%	2.1%	10%
COCCNC(=O)[C@H](C)[C@H]1C[C@]1(C)[C@H](NC(=O)OCc1ccccc1)c1ccccc1	-1%	-3.8%	-3%	-2%	-2%	-7.4%	3%	-0.8%	-8%
O=C(Cn1cccc1)N1CCc2ccccc21	-1%	-1.2%	-2%	-2%	2%	-1.2%	18%	2.4%	1%
CCNC(=S)N/N=C/c1ccc(C#N)cc1	3%	-1.0%	-1%	5%	16%	-3.0%	0%	1.6%	5%
O=C(O)/C=C\c1cc2c(cc1[N+](=O)[O-])OCO2	5%	2.5%	-6%	5%	-1%	.	15%	0.7%	-26%

Molecules shown so far with a CF3 group:
SMILES	MgcRacGAP inhibition	HIV peptide binding	LYP inhibition	NS5 inhibitors	Siah-1 displacement	XIAP antagonists	Large T inhibition	RSV antiviral HEp-2	AID2073	others
CCNC(=O)c1ccc(-n2nc(C(F)(F)F)c3c2CCCC3)cc1	5%	1.5%	-2%	0%	1%	-3.4%	20%	-0.4%	0%
C=CCN(C(=O)c1cccc(C(F)(F)F)c1)C1(C(=O)Nc2ccccc2)CCN(C(C)C)CC1	11%	0.5%	-1%	5%	16%	-4.5%	6%	-1.3%	-7%

By substructure, those above with an aryl methoxy group (7)
SMILES	MgcRacGAP inhibition	HIV peptide binding	LYP inhibition	NS5 inhibitors	Siah-1 displacement	XIAP antagonists	Large T inhibition	RSV antiviral HEp-2	AID2073	others
C=CCn1c(=O)c2c(nc3n2CC(C)CN3c2cccc(OC)c2)n(C)c1=O (stereo not drawn)	9%	-0.2%	-1%	-4%	1%	-6.8%	15%	0.3%	-1%
CCC(C(=O)OCC(=O)Nc1ccc(OC)cc1OC)c1ccccc1 (stereo not drawn)	7%	-1.3%	-2%	-9%	12%	0.4%	-3%	1.1%	2%
COc1ccc(CCNCC(=O)Nc2ccc(C)c(S(=O)(=O)N(C)C)c2)cc1OC	?	-2.7%	-8%	-6%	6%	.	8%	-1.7%	3%
COc1ccc(S(=O)(=O)N2CCN(C)CC2)cc1NC(=O)c1ccccc1	6%	-1.4%	-11%	-2%	2%	.	1%	1.4%	-1%
COc1ccccc1/C=C/C(=O)NC(=S)N1CCN(C)CC1	4%	1.4%	-7%	-8%	2%	.	12%	0.8%	-6%
COc1ccccc1OCCNC(=O)c1ccc(C(C)(C)C)cc1	8%	.	.	4%	.	.	29%	0.5%	.
CCc1ccccc1N(CC(=O)NCc1ccc(OC)cc1)C(=O)CCC(=O)Nc1ccccn1	-2%	0.7%	-3%	-7%	6%	.	5%	1.3%	17%
